TRHR agonist – qHTS for Small Molecule Agonists and Allosteric Enhancers of Human TRH Receptor: Primary Screen for Agonists; Thyrotropin-releasing hormone receptor (Homo sapiens), P34981; AID 493084, 2011; TRHR cells, calcium flux fluo-8, FDSS agonist mode; 360,000 compounds, 0.18% hits; activation, % at 2 µM; also: 0% is about no effect
Target sequence (P34981 whole entry, looked up): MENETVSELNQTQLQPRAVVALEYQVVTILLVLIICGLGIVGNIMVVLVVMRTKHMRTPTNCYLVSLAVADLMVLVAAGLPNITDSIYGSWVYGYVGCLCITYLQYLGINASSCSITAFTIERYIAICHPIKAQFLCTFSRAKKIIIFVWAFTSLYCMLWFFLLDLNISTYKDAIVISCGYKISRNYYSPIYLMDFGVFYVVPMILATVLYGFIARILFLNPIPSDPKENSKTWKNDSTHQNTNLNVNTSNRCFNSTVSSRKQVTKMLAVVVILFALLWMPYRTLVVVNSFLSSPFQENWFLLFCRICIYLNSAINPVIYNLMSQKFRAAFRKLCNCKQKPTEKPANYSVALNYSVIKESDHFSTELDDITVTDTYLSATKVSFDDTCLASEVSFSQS
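TRHR-expressing cells loaded with fluo-8 calcium dye; 23 nL library compound pin-transferred, kinetic FDSS fluorescence (Ex 480/Em 530) recorded about 180 s for agonist-induced calcium release, before a 10 nM TRH EC20 addition for potentiator mode.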
D2 PAM – HTS Assay for Positive Allosteric Modulators of the Human D2 Dopamine Receptor: Primary Screen for Potentiators. D(2) dopamine receptor (Homo sapiens), P14416. HEK293 T-REx D2, calcium flux, EC20 dopamine potentiation. potentiation, % at 10 µM. 340,000 compounds, 0.34% hits;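 active = potentiation over 3 SD above the plate norm, cut at about 30% in these data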; also: 0% is about no effect
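Primary screen. Calcium kinetics in induced HEK293 T-REx D2 cells: compound pre-addition 180 s, EC20 dopamine, 180 s more.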
RXFP1 antag – qHTS Assay for Antagonists of the Relaxin Receptor RXFP1. Relaxin receptor 1 (Homo sapiens), Q9HBX9. HEK293-RXFP1, relaxin-stimulated cAMP HTRF, 30 min; hits give low values. activity change, negative = inhibition, % at 57.5 µM. 350,000 compounds, 0.59% hits. AID 1259400, 2018;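 active = activity change of -60% or lower, but not beyond a set lower limit; inconclusive = change between -60% and -40%, or beyond the set limit; inactive = change above -40%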; also: % is scaled to controls: 0 for no effect and ±100 for the full control effect
D1 agonist – Allosteric Agonists of the Human D1 Dopamine Receptor: qHTS; D(1A) dopamine receptor (Homo sapiens), P21728; HEK293 T-REx D1 cells, calcium flux, agonist mode; activation, % at 2 µM; 360,000 compounds, 1% hits; AID 504660, 2011; also: 0% is about no effect
Target sequence (P21728 whole entry, looked up): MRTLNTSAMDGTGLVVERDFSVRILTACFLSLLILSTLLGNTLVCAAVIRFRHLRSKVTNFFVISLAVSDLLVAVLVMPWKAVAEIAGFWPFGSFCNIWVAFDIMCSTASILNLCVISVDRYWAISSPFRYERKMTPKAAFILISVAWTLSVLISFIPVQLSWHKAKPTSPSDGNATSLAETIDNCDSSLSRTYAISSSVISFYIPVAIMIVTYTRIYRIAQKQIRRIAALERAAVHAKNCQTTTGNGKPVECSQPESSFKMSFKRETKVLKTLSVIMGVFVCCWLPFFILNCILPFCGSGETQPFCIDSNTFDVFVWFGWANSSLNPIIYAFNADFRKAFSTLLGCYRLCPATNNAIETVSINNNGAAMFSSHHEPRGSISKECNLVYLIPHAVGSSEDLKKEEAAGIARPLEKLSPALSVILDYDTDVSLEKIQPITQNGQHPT
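Tetracycline-induced HEK293 TREx D1 cells, force-coupled to calcium signalling, were dye-loaded with a no-wash calcium kit. Compound was pin-added after a 10 s baseline. Fluorescence was read kinetically at 1 cycle/s for 180 s, with calcium rises flagged as agonism.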
TRHR PAM – qHTS for Small Molecule Agonists and Allosteric Enhancers of Human TRH Receptor: Primary Screen for Enhancers | Thyrotropin-releasing hormone receptor (Homo sapiens), P34981 | TRHR cells, fluo-8 calcium fluorescence, EC20 TRH enhancement | enhancement, % at 2 µM | 360,000 compounds, 0.66% hits | AID 493056, 2011; in the data active = enhancement above about 30%; also: 0% is about no effect
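Enhancer read-out: after compound pinning and an initial kinetic agonist-mode read, an EC20 of TRH (10 nM final) was injected and fluo-8 calcium signal (Ex 480/Em 530) followed at 1 s/cycle for 100 cycles in TRHR-expressing cells.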
D1 PAM – Potentiators of Human D1 Dopamine Receptor: qHTS; D(1A) dopamine receptor (Homo sapiens), P21728; HEK293 TREx D1 cells, calcium flux, dopamine EC20 potentiation; potentiation, % at 10 µM; 360,000 compounds, 0.036% hits; in the data active = potentiation above about 30%; also: 0% is about no effect
D2 agonist – HTS Assay for Allosteric Agonists of the Human D2 Dopamine Receptor: Primary Screen for Agonists. activation, % at 2 µM. AID 485358, 2010. D(2) dopamine receptor (Homo sapiens), P14416. HEK293 T-REx D2 cells, calcium flux agonist mode. 340,000 compounds, 0.53% hits;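 active = activation over 3 SD above normal in the single-dose calcium agonist read, cut at about 30% in these data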; also: 0% is about no effect
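Calcium-flux readout, 1 cycle/sec over 180 s following compound pin transfer, in inducible HEK293 Trex D2 cells (force-coupled); dopamine controls included. Positive calcium responses during this window marked compounds as potential agonists.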
D2 antag – HTS Assay for Allosteric Antagonists of the Human D2 Dopamine Receptor: Primary Screen for Antagonists; D(2) dopamine receptor (Homo sapiens), P14416; HEK293 TREx D2 cells, calcium flux, dopamine EC80; inhibition, % at 10 µM; 340,000 compounds, 2% hits; AID 485344, 2010; in the data active = inhibition above about 30%; also: 0% is about no effect
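In this primary screen, negative modulation is detected by tracking calcium flux after an EC80 dopamine challenge in inducible HEK293 T-REx D2 cells preexposed to test compound for 180 s.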
D1 antagonist – Antagonist of Human D 1 Dopamine Receptor: qHTS; D(1A) dopamine receptor (Homo sapiens), P21728; HEK293 TREx D1 cells, calcium flux, dopamine EC80; hits give low values; activity change, negative = inhibition, % at 10 µM; 360,000 compounds, 3.2% hits; AID 504652, 2011; in the data active = activity change below about -30%; also: % is scaled to controls: 0 for no effect and ±100 for the full control effect
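Cells carrying a force-coupled, tetracycline-inducible human D1 receptor report calcium flux. Each well gets a 10 s baseline, compound with 180 s monitoring, then an EC80 dopamine stimulus with a second 180 s kinetic read.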
* hit, by the source's call; u = inconclusive; x = no result given; & = joins results of further samples. Rule as the data show it, unless noted: active = activation above about 30%; inactive = the rest.

SMILES | TRHR agonist | D2 PAM | RXFP1 antag | D1 agonist | TRHR PAM | D1 PAM | D2 agonist | D2 antag | D1 antagonist
CCOC(=O)C1=C(C)Nc2nc(C)nn2C1c1ccc(C)cc1 (configuration not stated) | -1.0 | 2 | 10 | -3 | -7 | -4 | -1.2 | 4 | 9
COc1ccc(-c2cc(C(F)(F)F)nc(SCC(=O)NCc3ccc(F)cc3)n2)cc1 | 0.9 | 4 | x | 3 | 8 | 0 | -1.1 | x | 8
CCn1c(C)c(C2N3CC4(C)CN2CC(C)(C3)C4=O)c2ccccc21 (configuration not stated) | -0.9 | 3 | -8 | 2 | -2 | 0 | -0.5 | x | 4
Cc1ccc2c(c1)c(=O)c1ccccc1n2CCCC(=O)Nc1ccc(C)c(C)c1 | -0.7 | -1 | x | 2 | -7 | -1 | 1.0 | x | -1
COc1ccc(NC(=O)CSc2nc3ccccc3nc2N2CCOCC2)c(OC)c1 | 0.0&-0.5 | 1&9 | 0 | 1&-1 | 1&3 | 3&-1 | -0.3&-0.8 | 1 | 3&7
Cc1cccnc1NC(=O)CCc1nnc2ccc(NCc3ccco3)nn12 | -0.7 | 0 | -6 | 9 | 7 | -7 | -0.8 | 15 | 5
C=CCN(Cc1cc(OC)ccc1OC)S(=O)(=O)N(C)C | -0.7 | -5 | -1 | 3 | -3 | -2 | -1.7 | -3 | 11
CC(C)CCOc1ccc(C(=O)Nc2sc3c(c2C#N)CCCCC3)cc1 | -1.4 | -19 | x | 6 | 9 | -3 | -0.5 | x | 4
COc1ccccc1C(=O)N1CCN(Cc2cc(=O)oc3cc(C)ccc23)CC1 | -0.1 | 1 | -6 | 0 | 10 | -3 | 0.0 | x | -8
CCC1=Nc2cc(C(=O)NCCCOC(C)C)ccc2Sc2ccc(C)cc21 | 0.5 | 1 | -35 | 6 | -7 | 4 | 0.0 | x | 0
COc1ccc(OC)c(NC(=O)N[C@H](Cc2ccccc2)C(=O)NN)c1 | -0.1 | x | -11 | 1 | 1 | -5 | x | x | -15
CCc1noc(C)c1C(=O)Nc1ccc(C(F)(F)F)cc1 | 0.4 | 2 | 4 | 8 | 1 | 0 | -1.0 | -2 | -3
COCC(C)n1c(C)cc(C(=O)COC(=O)c2ccc(N3CCCC3=O)cc2)c1C (configuration not stated) | 0.7 | -1 | 10 | 1 | 3 | -8 | -0.1 | 13 | 3
COc1cc2c(cc1OC)CN(C(=O)c1ccc(S(=O)(=O)N(C)c3ccccc3)cc1)CC2 | -0.9 | 10 | 15 | 0 | 4 | -6 | -2.6 | 24 | -8
COCCN1C(=O)C(O)=C(C(C)=O)C1c1ccc(F)cc1 (configuration not stated) | -1.2 | 11 | -2 | 3 | -4 | -2 | 0.4 | -28 | -8
CC1CCCN(C(=O)CN2CCC(c3nc4ccc(Cl)cc4[nH]3)CC2)C1 (configuration not stated) | -0.7 | -7 | 4 | 3 | 9 | 7 | -2.6 | -7 | -9
CCc1nc2ccccc2c(C(=O)Nc2ccc(C)cc2)c1C | 0.5 | -1 | 6 | 5 | 8 | -2 | 0.1 | 7 | 10
CCN(CCCCCCN)c1ccc2c(=O)[nH][nH]c(=O)c2c1 | 0.0 | 3 | -20 | 5 | 1 | 0 | 0.1 | 3 | 1
O=C(C1=C[C@@H](C2CCCCC2)C[C@@H](OCc2ccc(CO)cc2)O1)N1CCN(Cc2ccccc2)CC1 | -0.8 | 10 | x | 1 | 6 | -4 | 0.1 | -3 | 10
Cc1ccc(NC(=O)CS(=O)CC(=O)NCC2OCCc3ccccc32)c(C)c1 (configuration not stated) | -0.4 | -9 | 0 | 13 | -10 | -8 | 0.9 | 9 | 9
N#Cc1ccc(NC(=O)C2=COCCO2)cc1 | -0.3 | -11 | 12 | 11 | 0 | x | 1.0 | -36 | 3
O=C1[C@@H]2C(Cc3ccc(O)cc3)NC3(C(=O)Nc4ccc(F)cc43)[C@@H]2C(=O)N1c1ccccc1 (some centres not stated) | 0.1 | -2 | -19 | 1 | -8 | -2 | -1.2 | 8 | 7
Cc1onc(-c2ccccc2Cl)c1C(=O)N1CCN(c2ccc(F)cc2)CC1 | 0.0 | 21 | -8 | 3 | -2 | -8 | 0.8 | 15 | 2
CC1CCCCN1CCNC(=O)C1CCN(S(=O)(=O)N2CCCCC2)CC1 (configuration not stated) | -0.1 | 8 | 4 | -1 | -8 | -2 | -0.1 | 5 | 32
Oc1ccc(Cl)cc1CNCc1ccc(Cl)cc1 | 0.6 | -20 | x | 21 | -1 | 1 | 1.2 | -6 | 18
Cc1ccc(C(=O)Oc2cccnc2)cc1[N+](=O)[O-] | 0.4 | -8 | -17 | 6 | 0 | -8 | 1.4 | -6 | -16
O=C1c2cccc3cccc(c23)C(=O)N1c1cccnc1 | -0.2 | 2 | -3 | 1 | 9 | 3 | 0.0 | 16 | -27
CCOc1ccccc1NC(=O)CCN1CCN(S(=O)(=O)c2ccc(Br)cc2)CC1 | 3.6 | x | 0 | -2 | -3 | 0 | x | x | 1
O=C(O)CCn1cc(/C=C/C(=O)c2ccc(Cl)cc2)c(-c2cccc(Br)c2)n1 | 0.0 | -1 | u | 3 | 6 | -5 | -0.3 | -4 | -26
O=C(CSc1ncn[nH]1)OCN1C(=O)c2ccccc2C1=O | 0.1 | 2 | 12 | 2 | 6 | 0 | -0.3 | 23 | 18
c1cnc(SCCOc2cccc3ccccc23)nc1 | 1.9 | 0 | -2 | 9 | -4 | -4 | 1.0 | 6 | 6
OCCC1CN(Cc2ccccc2-c2ccco2)CCN1Cc1ccccc1 (configuration not stated) | 0.0 | -15 | -10 | 3 | -1 | 0 | -0.2 | 9 | -9
Cc1nn(C)c(NC(=O)c2ccc([N+](=O)[O-])cc2)c1Cl | 0.2 | 9 | 2 | 2 | 19 | 1 | 0.8 | -3 | -24
Cn1c(=O)c2c(nc(Oc3ccccc3Cl)n2Cc2ccc(C#N)cc2)n(C)c1=O | 1.1 | 2 | x | -1 | 0 | 11 | -0.7 | x | 11
COc1ccc(N(C(=O)c2cccc(C)c2)S(=O)(=O)c2ccc3c(c2)n(C)c(=O)n3C)cc1 | -0.8 | x | -8 | 3 | 3 | 0 | -0.5 | x | 3
O=C(Cn1cc([N+](=O)[O-])ccc1=O)NCC1COc2ccccc2O1 (configuration not stated) | 0.2 | 7 | 1 | 5 | 1 | -10 | 0.4 | 29 | 5

For convenience, two of the compounds above:
SMILES | TRHR agonist | D2 PAM | RXFP1 antag | D1 agonist | TRHR PAM | D1 PAM | D2 agonist | D2 antag | D1 antagonist
Cn1c(=O)c2c(nc(Oc3ccccc3Cl)n2Cc2ccc(C#N)cc2)n(C)c1=O | 1.1 | 2 | x | -1 | 0 | 11 | -0.7 | x | 11
COc1ccc(N(C(=O)c2cccc(C)c2)S(=O)(=O)c2ccc3c(c2)n(C)c(=O)n3C)cc1 | -0.8 | x | -8 | 3 | 3 | 0 | -0.5 | x | 3

Reformatted with tabs: 4 of the compounds above.
compound	TRHR agonist	D2 PAM	RXFP1 antag	D1 agonist	TRHR PAM	D1 PAM	D2 agonist	D2 antag	D1 antagonist
Oc1ccc(Cl)cc1CNCc1ccc(Cl)cc1	0.6	-20	x	21	-1	1	1.2	-6	18
Cn1c(=O)c2c(nc(Oc3ccccc3Cl)n2Cc2ccc(C#N)cc2)n(C)c1=O	1.1	2	x	-1	0	11	-0.7	x	11
c1cnc(SCCOc2cccc3ccccc23)nc1	1.9	0	-2	9	-4	-4	1.0	6	6
O=C1c2cccc3cccc(c23)C(=O)N1c1cccnc1	-0.2	2	-3	1	9	3	0.0	16	-27

The list goes on.
SMILES | TRHR agonist | D2 PAM | RXFP1 antag | D1 agonist | TRHR PAM | D1 PAM | D2 agonist | D2 antag | D1 antagonist
Cc1nc(C(F)(F)F)nc(Nc2ccc(Br)cc2)c1C#N | 0.1 | x | -4 | 2 | 2 | 0 | x | x | -2
CCC(C)C(=O)Nc1cc(C(=O)OC)cc(C(=O)OC)c1 (configuration not stated) | 0.0 | -7 | -2 | 2 | -2 | -8 | 0.0 | -11 | 18
COc1cc2oc3cc(C)oc(=O)c3c2cc1OC | -1.1 | 8 | 8 | 2 | -6 | -3 | 0.6 | 6 | -1
N#Cc1ccccc1Sc1ccccc1C(=O)OCC(=O)N1CCN(C(=O)c2ccco2)CC1 | -0.4 | 2 | -5 | 5 | -14 | 0 | 1.3 | -11 | 33
COc1ccc(C2C(C(=O)N3CCCCC3)CCC(=O)N2c2cc(OC)c(OC)c(OC)c2)cc1 (configuration not stated) | 0.2 | -4 | 4 | -3 | -9 | -7 | -0.2 | 12 | -6
CCCCN(CC(=O)NC(C)(C)C)C(=O)C(=O)Nc1ccc2c(c1)OCCO2 | -1.0 | -11 | -1 | 5 | 13 | -3 | -1.5 | 64* | -3
Cc1cc(-n2c(C)nc3ccccc3c2=O)ccc1NC(=O)c1ccc(C)c([N+](=O)[O-])c1 | -0.6 | 0 | x | 1 | 2 | -2 | -2.1 | x | x
Cc1ccc(C(=O)NC2CCS(=O)(=O)C2)cc1S(=O)(=O)N1CCOCC1 (configuration not stated) | 0.3 | x | 7 | 2 | 2 | -5 | x | x | -5
Cn1c(=O)c2c(-c3ccccc3)n3c(c2n(C)c1=O)C(c1ccccc1[N+](=O)[O-])Nc1ccccc1-3 (configuration not stated) | 0.1 | 4 | -9 | 2 | 4 | 4 | 0.7 | x | -3
COc1cc(NC(=O)CN(C)Cc2cccc(F)c2)c(C)cc1[N+](=O)[O-] | 1.3 | -3 | -10 | 1 | 6 | -5 | 0.8 | -21 | -13
CN(Cc1nc(-c2cccs2)no1)CC1(N2CCOCC2)CCCCC1 | 2.8 | 13 | 4 | 0 | 0 | -2 | 0.0 | -15 | 0
O=C(Cn1cc(S(=O)(=O)c2ccccc2)c(=O)c2cc(Cl)ccc21)Nc1ccc2c(c1)OCO2 | 0.9 | -24 | x | 7 | 4 | 2 | 0.0 | x | 27
CCN(CC(=O)Nc1c(F)cccc1F)C(=O)C(C)SCc1nc2sc(C)c(C)c2c(=O)[nH]1 (configuration not stated) | -0.1 | x | -8 | 2 | -2 | 2 | x | x | -1
COc1ccccc1-c1c(C)c(C)nc(N)c1C#N | 0.3 | -12 | 3 | 3 | 4 | 2 | -0.6 | 5 | 7
Cc1ccc(S(=O)(=O)N2CCCC2C(=O)O)cc1 (configuration not stated) | -1.1 | 2 | -4 | 2 | -5 | -8 | 0.3 | 12 | 0

Bioassay records (PubChem)
